Compound activity deposited in PubChem BioAssay by Sanford-Burnham Center for Chemical Genomics.
TAG inh = inhibitors of triacylglycerol accumulation, primary screen, cell-based, uHTS, fluorescence, H9c2 | AID 651582, 2012 | inhibition, % at 12.5 µM | H9c2 cells, Nile Red lipid (TAG) fluorescence; cells loaded with 200 µM oleic acid | 0.66% of 230,000 active;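 active = pattern-corrected inhibition of lipid staining of at least 50% with the nuclear-stain viability signal not falling by more than 50%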;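 also: 0% = DMSO wells and 100% = triacsin C control wells; some results filed as inactive read as strong as hits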
TAG inh DAPI viability = further read-out of TAG inh, marked with its call; DAPI nuclei signal change (viability), lower = more cytotoxic, %;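 whole-well DAPI fluorescence read on a plate reader as a viability signal; minus 50 percent equals half of cells still viable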
Numbers without * were called inactive; & = joins results of further samples. Not all compounds are listed; count on the stated rates, not on these rows.

SMILES	TAG inh	TAG inh DAPI viability
COc1ccc(S(=O)(=O)NCC(=O)N(CC(=O)NCC2CCCO2)c2cc(C)ccc2C)cc1 (configuration not stated)	-3	-6
COc1ccccc1/C=C(/C(=O)OCC(=O)Nc1cc(C)ccc1C)c1ccccc1	-7	12
O=C1CCC/C(=N\NC(=O)c2ccc(CSc3cccc4cccnc34)cc2)C1	-20	2
COCCNC(=O)CCn1c(=O)oc2ccccc21	1	-5
Cn1c(SCC(=O)Nc2cccc(F)c2)nnc1-c1cccnc1	-11	-3
CCCOc1ccc(CCC(=O)N/N=C/c2ccncc2)cc1	0	1
COc1cc(OC)cc(C(=O)NNC(=S)Nc2ccc(S(N)(=O)=O)cc2)c1	-20	5
N#CC(c1ccncc1)(c1ncc(C(F)(F)F)cc1Cl)N1CCOCC1 (configuration not stated)	-28	5
CCOc1ccc(Cn2c(=O)sc3ccccc32)cc1OC	-13	8
COc1ccc(OC)c(NC(=O)CNC(=O)c2ccc([N+](=O)[O-])cc2)c1	-4	1
CCCCc1cc(=O)oc2cc(OS(C)(=O)=O)ccc12	-2	-9
O=C(Cn1c(C(=O)OCCO)cc2ccccc21)c1ccccc1	9	-20

A second format for 4 compounds above.
SMILES | TAG inh | TAG inh DAPI viability
COc1cc(OC)cc(C(=O)NNC(=S)Nc2ccc(S(N)(=O)=O)cc2)c1 | -20 | 5
O=C1CCC/C(=N\NC(=O)c2ccc(CSc3cccc4cccnc34)cc2)C1 | -20 | 2
N#CC(c1ccncc1)(c1ncc(C(F)(F)F)cc1Cl)N1CCOCC1 (configuration not stated) | -28 | 5
COc1ccc(OC)c(NC(=O)CNC(=O)c2ccc([N+](=O)[O-])cc2)c1 | -4 | 1

Next part.
SMILES	TAG inh	TAG inh DAPI viability
CC(=O)N(Cc1nc2sc(C)c(C)c2c(=O)[nH]1)C1CCCC1	-4	0
NC(=O)C1CCN(C2CC(=O)NC2=O)CC1 (configuration not stated)	-7	3
CCOc1ccc(CCNC(=O)CCC(=O)N2CCOc3ccc(C)cc32)cc1OCC	49	-12
Cc1cccc2cc(/C=N/NC(=O)CN3CCOCC3)c(Cl)nc12	5	-4
CCOC(=O)C(=O)N/N=C/c1ccc(F)cc1	4	-3
COc1ccccc1/C=C/C=N/NC(=O)c1ccccn1	10	-2
Cn1cnc(Sc2ncnc3nc[nH]c23)c1[N+](=O)[O-]	2	3
CN(C)/C=C(\C=O)c1ccc(Cl)cc1Cl	-10	-1
N#Cc1c(-c2ccc3c(c2)OCO3)ccn2nc(-c3cccc(C(F)(F)F)c3)nc12	17	54
Cc1nn(-c2ccccc2)nc1C(N)=O	10	-11
NC(=S)N/N=C1\CCOc2ccc(F)cc21	-1	0
Cc1ccc(S(=O)(=O)N(C)C)cc1NC(=O)C(C)OC(=O)c1ccc2ccccc2n1 (configuration not stated)	2	-6
CCc1nnc(NC(=O)CSc2ncnc3c2oc2ccccc23)s1	11	-7
CCOC(=O)CNC(=O)c1cc(-c2ccccn2)nc2c(C)c(Cl)ccc12	-2	5
COc1ccc(CNC(=O)c2ccc(NC(=O)CC3SC(N4CCCCC4)=NC3=O)cc2)cc1 (configuration not stated)	17	-9
Cc1ccnc(NC(=O)C2CCC(CNc3c(N4CCCC4)c(=O)c3=O)CC2)c1 (configuration not stated)	1	-6
C/C(COc1ccccc1)=N\NC(=O)c1nnn(-c2nonc2N)c1CSc1ccc(C)cc1	7	1
CCOc1ccccc1-n1c(C)nc2cc(C(=O)O)ccc21	1	-3
COc1ccc(CN(C)CC(=O)Nc2ccc(SC(F)F)cc2)cc1OC	-15	2
Cc1ccc(C(=O)NCC(=O)OCC(=O)Nc2cc(S(=O)(=O)N3CCOCC3)ccc2C)cc1	8	-7
COc1cc(NC(=O)c2ccc(Cl)cc2Cl)ccc1NC(=O)c1cccs1	17	-10
C/C(N)=C(/C#N)C(=O)COC(=O)C(NS(=O)(=O)c1ccc(Cl)cc1)C(C)O (configuration not stated)	3&9	0&1
O=C(NCC(c1ccco1)N1CCOCC1)c1ccc(F)c(F)c1 (configuration not stated)	-22	1
CCOC(=O)NC(=O)CSc1nc(C)cc(C(F)(F)F)c1C#N	-5	-9
Cc1cc(N2C(=O)C(O)=C(C(=O)c3cccs3)C2c2cccc(O)c2)no1 (configuration not stated)	0	10
O=C(Nc1ccc(S(=O)(=O)NC2=NCCCCC2)cc1)C1COc2ccccc2O1 (configuration not stated)	-9	5
CCCC1=[N+](CC(=O)c2ccccc2)CCn2cccc21	7	-1
CC(=O)c1c(C)[nH]c(C(=O)OCC(=O)NCCC(C)C)c1C	-20	13
O=C(c1ccccc1)c1c[nH]c(C(=O)C(Cl)(Cl)Cl)c1	9	-5
CC(=O)NCCc1nc2ccccc2n1Cc1cccc(C)c1	13	-5
Cc1ccc(NC(=S)NC(CO)C(O)c2ccc([N+](=O)[O-])cc2)cc1 (configuration not stated)	-7	1
O=C(O)CCCCCCCCc1cn(CN2C(=O)c3ccccc3C2=O)nn1	7	-1
CN1CCN(c2ccc(S(=O)(=O)N3CCCCC3)cc2N)CC1	-39	-2
COc1ccc(Cl)cc1S(=O)(=O)N1CCC(C(=O)NCCC2=CCCCC2)CC1	-16	4
O=C(COc1ccc(Br)cc1Br)NC(=S)Nc1cccc(CO)c1	-4	9
Cc1ccc(CNC(=O)C2CCCN2S(=O)(=O)c2ccc3c(c2)C(C)(C)C(=O)N3C)cc1 (configuration not stated)	-8	2
CCC(C)Sc1ccc([C@@H]2[C@@H]3C(=O)N(CC)C(=O)[C@@H]3[C@]3(C(=O)OC)CCCCN23)cc1OC (some centres not stated)	-21	5
COC(=O)c1cc(OC)c(OC)cc1N	14	-8
Cc1cc(/C=C2\SC(=Nc3ccc(F)cc3)NC2=O)c(C)n1-c1ccc(S(N)(=O)=O)cc1	30	-8
CCCCCCCC(=O)NC(Nc1ccc(S(N)(=O)=O)cc1)C(Cl)(Cl)Cl (configuration not stated)	-7	5
CCOC(=O)CSc1n[nH]c(=S)s1	-14	7
C=CCC[C@@H](Cc1ccc(F)cc1)C(=O)OC[C@@H](C)NC(=O)[C@@H](CC=C)CC(=O)N[C@H](CO)Cc1ccccc1	27	0
COc1ccc(C(=O)Sc2ccc(Cl)cc2)cc1OC	13	1
COc1ccc(C)cc1S(=O)(=O)N1CCCC(C(=O)NC2CC2)C1 (configuration not stated)	-10	-4
Cc1noc(C)c1COc1ccccc1C(=O)N(C)CC(=O)Nc1ccc(F)c(F)c1F	9	-6
O=C(OCCN1CCOCC1)c1ccc2c(c1)OCCO2	10	-5
CCOC(=O)c1cc2c(=O)n3ccccc3nc2n(Cc2ccco2)c1=NC(=O)c1ccccc1OC	-6	36
CCOC(=O)C1C(=O)NC(N2CCc3ccccc32)=NC1c1ccccc1 (configuration not stated)	7	5
COc1cc2c(c(OC)c1OC)-c1c(cc3c(c1OC)OCO3)C1OC2[C@@H](C)[C@H]1C (some centres not stated)	-5	4
N#C/C(=C\c1ccc(-c2ccccc2)cc1)c1nc(-c2ccco2)cs1	0	2
CC(=O)Nc1ccc(S(=O)(=O)N2CCN(c3cccc(C)c3C)CC2)cc1	-12	6
COc1ccccc1-c1nc2cc3ccccc3cc2nc1-c1ccccc1OC	-9	7
CC1=Nc2cc(C(=O)NCCCOC(C)C)ccc2Sc2ccccc21	-4	6
COc1ccc(N(CCC#N)S(=O)(=O)c2cccc3nsnc23)cc1	-5	11
CCn1c(SCC(=O)Nc2nnc(C)s2)nc2c(c1=O)SC(C)C2 (configuration not stated)	-5	5
C[C@]12CCC(=O)C=C1CCC1C2CC[C@@]2(C)C1CCC21OCCO1 (some centres not stated)	5	1
COC(=O)c1ccc(C(=O)OC)c(NC(=O)CN(C)Cc2ccccc2)c1	-7	4
CC(O)CNC1c2ccccc2CC1O (configuration not stated)	2	-4
CCOc1ccc(S(=O)(=O)n2ccc(C)n2)c2ccccc12	-8	11
N#C/C(=C\c1coc2ccccc2c1=O)C(N)=S	3	-1

Profiles as entered above.
COc1ccc(N(CCC#N)S(=O)(=O)c2cccc3nsnc23)cc1 is listed as TAG inh: -5; TAG inh DAPI viability: 11
COc1cc2c(c(OC)c1OC)-c1c(cc3c(c1OC)OCO3)C1OC2[C@@H](C)[C@H]1C (some centres not stated) is listed as TAG inh: -5; TAG inh DAPI viability: 4
N#C/C(=C\c1coc2ccccc2c1=O)C(N)=S is listed as TAG inh: 3; TAG inh DAPI viability: -1

Carrying on.
SMILES	TAG inh	TAG inh DAPI viability
C/C=C/c1ccc(OCC(=O)Nc2ccc(OC)c(OC)c2)c(OC)c1	-53	7
COc1ccc(Cl)cc1NC(=O)COC(=O)C1CCCCC1	6	-3
COCCCNC(=O)c1cn(Cc2c(F)cccc2Cl)nn1	-10	2
Cn1ccnc1C1CCCCN1Cc1nc(-c2ccc(Cl)cc2)no1 (configuration not stated)	1	2
O=C(NCc1cccnc1)c1cc(S(=O)(=O)N2CCOCC2)c(Cl)cc1Cl	12	-5
N=c1n(Cc2ccccc2)c2ccccc2n1CC(O)COc1ccccc1 (configuration not stated)	2	0
CC(C)N(C)c1ncnc2c1ncn2[C@H]1CN(CCN2CCOCC2)C[C@@H](CO)O1	-3	-3
COc1cccc(NC(=O)CN(C)CC(=O)NC(C)c2ccccc2)c1 (configuration not stated)	-1	0
CC(C)n1c(=O)[nH][nH]c1=S	5	-5
COc1ccccc1NC(=O)c1c([N+](=O)[O-])cnn1C	0	-4
c1ccc(-c2nn[nH]n2)nc1	-1	0
O=C(O)/C=C\C(=O)Nc1ccc(OCc2ccccc2)cc1	9	-4

Grouped by structure, the entries above with a cyano group (seven)
SMILES	TAG inh	TAG inh DAPI viability
N#CC(c1ccncc1)(c1ncc(C(F)(F)F)cc1Cl)N1CCOCC1 (configuration not stated)	-28	5
N#Cc1c(-c2ccc3c(c2)OCO3)ccn2nc(-c3cccc(C(F)(F)F)c3)nc12	17	54
C/C(N)=C(/C#N)C(=O)COC(=O)C(NS(=O)(=O)c1ccc(Cl)cc1)C(C)O (configuration not stated)	3&9	0&1
CCOC(=O)NC(=O)CSc1nc(C)cc(C(F)(F)F)c1C#N	-5	-9
N#C/C(=C\c1ccc(-c2ccccc2)cc1)c1nc(-c2ccco2)cs1	0	2
COc1ccc(N(CCC#N)S(=O)(=O)c2cccc3nsnc23)cc1	-5	11
N#C/C(=C\c1coc2ccccc2c1=O)C(N)=S	3	-1

The main list resumes, starting two compounds before the break.
SMILES	TAG inh	TAG inh DAPI viability
c1ccc(-c2nn[nH]n2)nc1	-1	0
O=C(O)/C=C\C(=O)Nc1ccc(OCc2ccccc2)cc1	9	-4
COc1ccc(-c2c(-c3ccc(S(C)(=O)=O)cc3)sc3ccc(OC)cc23)cc1	32	3
COc1ccc(OCC(=O)N/N=C/c2ccc(N(C)C)cc2)cc1	9	6
C[C@H](NC(N)=O)C(=O)OCC(=O)Nc1ccc(OC(F)F)cc1	-4	-7
C=CCOC(=O)C1=C[C@@H](C2CCCCC2)C[C@@H](OCc2ccc(CO)cc2)O1	-22	3
CN1CCN(C(=O)CCc2nc(-c3ccc(Cl)cc3)no2)CC1	-5	13
COCCCNC(=O)c1cc(S(=O)(=O)N2CCC3(CC2)OCCO3)ccc1F	5	-1
CCOc1ccc(N(CC(=O)NCc2cccs2)S(=O)(=O)c2c(C)noc2C)cc1	-3	-5
Cc1ccc(OCC(=O)Nc2ccc3c(c2)nc(CCN2CCOCC2)n3C)cc1	4	8
CS(=O)(=O)N1CCCCC1c1cc(C(=O)Nc2cccc3c2CCCC3)no1 (configuration not stated)	22	-10
COc1ccccc1N(CC(=O)Nc1ccc(F)c(F)c1)S(C)(=O)=O	-20	-10
O=C(N/N=C/c1ccccn1)C1CC1	14	-11
O=C(O)C1CCC(N2C(=O)c3cccc([N+](=O)[O-])c3C2=O)CC1 (configuration not stated)	-4	-5
N#Cc1nc(Cc2cccc3ccccc23)oc1NCc1ccc2c(c1)OCO2	-1	4
CC(C)c1ccc(/C=N/NC(=O)c2cccc(S(=O)(=O)N3CCOCC3)c2)cc1	-5	45
CC1CCCCC12NC(=O)N(CC(=O)Nc1cccnc1Cl)C2=O (configuration not stated)	9	4
COc1ccccc1N1CCN(C(=O)CCN2C(=O)c3cccc4cccc(c34)C2=O)CC1	-8	2
O=C(COC(=O)c1cc(-c2ccc(Cl)s2)nc2ccccc12)NCc1ccco1	-2	3
CCCNc1nc2c(c(=O)[nH]c(=O)n2C)n1CCc1ccccc1	-4	7
Nn1c(SCC(=O)Nc2ccc3c(c2)OCO3)nnc1C1CC1	-6	-9
O=c1[nH]c(COc2ccc(Br)cc2Cl)nc2ccccc12	7	-3
CC(=O)c1cc2c(ccc3ccccc32)oc1=O	3	-1
COc1ccccc1C(CNC(=O)C(CCSC)NS(=O)(=O)c1ccccc1F)N1CCCC1 (configuration not stated)	-2	-2
Cc1cccc(C(=O)OCc2cc3ccccc3[nH]c2=O)c1	-50	-3
Clc1ccc(-n2ncc3c(NCCCn4ccnc4)ncnc32)cc1	19	6
O=C(Cn1nc(C(=O)O)c2ccccc2c1=O)Nc1ccc(Cl)c(S(=O)(=O)N2CCOCC2)c1	-8	11
CN(CCO)C(=O)c1c(NC(=O)c2ccccc2)sc2c1CCCC2	4	4
COc1ccc(NC(=O)Nc2nc(C)cc(C)n2)c(OC)c1	-3	-3
CC12CCC(=O)N1C(C(=O)NNC(=O)COc1ccccc1Cl)CS2 (configuration not stated)	2	-7
